Screening results (PubChem BioAssay)
AmpC inh det: blocks E. coli AmpC beta-lactamase in presence of detergent; P00811; purified AmpC, nitrocefin hydrolysis with detergent; Potency, µM (top dose mostly 28.7 µM), for inactives: at the highest dose activity change, negative = inhibition; actives 0.09% (n = 71,000); active = well fitted curve in the direction sought with a large enough effect
Target sequence (P00811 whole entry, looked up): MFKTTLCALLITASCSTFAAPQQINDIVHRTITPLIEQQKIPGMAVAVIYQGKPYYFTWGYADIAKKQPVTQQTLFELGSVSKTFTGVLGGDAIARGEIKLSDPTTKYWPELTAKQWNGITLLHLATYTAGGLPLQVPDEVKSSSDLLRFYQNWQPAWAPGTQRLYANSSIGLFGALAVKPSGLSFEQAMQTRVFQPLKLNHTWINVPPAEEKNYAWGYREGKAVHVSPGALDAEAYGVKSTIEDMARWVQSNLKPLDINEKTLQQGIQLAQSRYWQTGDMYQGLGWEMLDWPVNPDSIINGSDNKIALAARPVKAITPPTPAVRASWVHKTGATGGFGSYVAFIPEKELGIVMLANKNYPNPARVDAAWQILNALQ
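E. coli AmpC (5.3 nM) in 20 mM phosphate pH 7.0 with 0.01% Triton X-100, preincubated 15 min RT with compound; nitrocefin (2 uL of 800 uM stock) hydrolysis followed by 480 nm absorbance every 20 s over 4 min.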
Starred values were filed as active, the others as inactive; & = joins results of further samples; [ ] = another dose, or the depositor's remark. % is set by controls: 0 for no effect and ±100 for the full control effect; potency is the fitted concentration of half-maximal effect.

canonical_smiles,AmpC inh det
CC(C)[C@@H](CC(=O)N[C@@H]1CCNC[C@H]1C(=O)N[C@H](CC(=O)N[C@@H](CCC(=O)O)CC(=O)O)Cc1c[nH]c2ccccc12)NC(=O)C[C@H](Cc1ccccc1)NC(=O)[C@@H]1CNCC[C@H]1N,-7%
CCOC(=O)c1cnc(SCC(=O)Nc2nc(C)c(C)s2)nc1N,-4%
O=C(COc1ccccc1)Nc1ccc2c(c1)nc1n2CCOC1,13%
O=C(O)C[O][Sb][O]CC(=O)O,0%[5.75 µM]
O=C(O)c1ccc(C(=O)c2ccccc2C(=O)O)cc1C(=O)O,-4%[5.75 µM]
O=c1c2c3nc4ccccc4nc3n(-c3ccc4c(c3)OCCO4)c2ncn1CC1CCCO1 (configuration not stated),-4%
c1csc(CNc2ncnc3sccc23)c1,-4%
COc1ccc(-c2nnc(SCC(=O)Nc3cc(C)on3)n2N)cc1OC,-3%
Nc1nc2n(n1)C(c1ccccc1)CC(c1ccc(F)cc1)N2 (configuration not stated),14%
Cc1cccc(NS(=O)(=O)c2ccc(C)c(C(=O)OCC(=O)Nc3cc(C)on3)c2)c1,-6%
CN(C)[C@@H]1C(=O)C(C(N)=O)=C(O)[C@]2(O)C(=O)C3=C(O)c4c(O)cccc4[C@](C)(O)[C@H]3C[C@@H]12,-10%[5.75 µM]
CN(C)CCN1C(=O)C(=O)/C(=C(/O)c2ccc(F)cc2)C1c1ccccc1 (configuration not stated),14%

As entered above:
Nc1nc2n(n1)C(c1ccccc1)CC(c1ccc(F)cc1)N2 (configuration not stated) | AmpC inh det = 14%
O=C(O)c1ccc(C(=O)c2ccccc2C(=O)O)cc1C(=O)O | AmpC inh det = -4%[5.75 µM]

More compounds follow.
canonical_smiles,AmpC inh det
O=C(O)c1cc([N+](=O)[O-])ccc1NCCCc1ccccc1,-7%&0%
CC(C)COP(=O)(c1ccc(N(C)C)cc1)C(O)c1ccccn1 (configuration not stated),12%
O=C(CSc1nnc(-c2cccs2)n1-c1ccccc1)NCc1ccc2c(c1)OCO2,0%
COC(=O)[C@@H]1C[C@H]1[C@@H](NC(=O)c1ccc(Br)cc1)c1ccccc1,12%
CCOc1ccc(Cl)cc1S(=O)(=O)N1CCN(c2ccc(F)cc2)CC1,1%
CC1CCCN(c2nc3c(c(=O)[nH]c(=O)n3C)n2CCCc2ccccc2)C1 (configuration not stated),3%
CCN(CC)S(=O)(=O)c1ccc2nc(CSc3nnnn3-c3ccc(O)cc3)[nH]c2c1,0%
Cc1noc(C)c1C(=O)Nc1ccccc1-c1ccccc1,-5%
Cc1ccc2c(c1)CCCN2C(=O)c1ccncc1,-2%
COc1ccc(C)cc1S(=O)(=O)N(C)CC(=O)NCc1ccco1,-3%
O=C(Nc1ccc(S(=O)(=O)NC2CCCC2)cc1)c1cnccn1,-1%
COc1ccc(Cn2nnnc2C(c2cc3cccc(C)c3[nH]c2=O)N2CCOCC2)cc1 (configuration not stated),8%

Rewritten as labelled records: entries from further up
CN(C)CCN1C(=O)C(=O)/C(=C(/O)c2ccc(F)cc2)C1c1ccccc1 (configuration not stated)
  AmpC inh det = 14%
CC(C)COP(=O)(c1ccc(N(C)C)cc1)C(O)c1ccccn1 (configuration not stated)
  AmpC inh det = 12%
c1csc(CNc2ncnc3sccc23)c1
  AmpC inh det = -4%
CCOC(=O)c1cnc(SCC(=O)Nc2nc(C)c(C)s2)nc1N
  AmpC inh det = -4%

More structures:
canonical_smiles,AmpC inh det
CC1(C)CNC(=O)CC(C)(C)N1O,5%
O=C(Nc1ccccc1OC(=O)N1CCOCC1)N1CCOCC1,-3%
O=C(Nc1cnn(Cc2ccccc2)c1)c1cc2nc(-c3ccco3)cc(C(F)(F)F)n2n1,8%
CCCCC(=O)NCCc1c(Cc2ccccc2)[nH]c2ccccc12,-1%
Cc1cnc(C(=O)Nc2cccc3ncccc23)cn1,1%
CCOC(=O)c1ccc(Oc2nc(OC)nc(N(C)C)n2)cc1,-1%
COc1cccc(CNc2ccc(S(=O)(=O)Nc3nccs3)cc2)c1O,-2%
COCCCN(C(=O)Nc1ccc(C)c(C)c1)C(C)c1ccccn1 (configuration not stated),5%
C=CCn1c(SCC(=O)c2ccc(O)c(O)c2)nnc1-c1ccccc1OC,-1%
CC(Oc1ccc(Cl)cc1Cl)C(=O)Nc1ccncc1 (configuration not stated),-3%
Cc1ccc(-n2c(SCn3nnc4ccccc4c3=O)nnc2-c2cccnc2)c(C)c1,-6%
O=C1CSc2ccccc2N1Cc1ccccc1F,3%
CC1(C)Cc2c(C#N)c(NC3CCCCC3)nc(-c3ccco3)c2CO1,13%
CN(C)S(=O)(=O)c1ccc(S(=O)(=O)N(Cc2ccccn2)Cc2ccco2)cc1,12%
CC(C)NC(=O)c1ccc2c(c1)nnn2C,8%
CCOc1ccc2nc(N3CCC(C(=O)N4CCN(c5ncccn5)CC4)CC3)sc2c1,12%
Cn1c(-c2ccccc2)cc(=O)c2ccccc21,5%
CCOC(=O)CCSCC(=O)Nc1nnc(C)s1,10%
Cc1ccc(S(=O)(=O)N2CCN(C(=O)CSC3CCCC3)CC2)c(C)c1,-4%
N#Cc1cccc(-n2nnnc2-c2ccc3c(c2)OCO3)c1,9%
CCc1ccc(CN(C)CCc2ccccn2)cc1,-2%
Brc1ccc2[nH]ncc2c1,-2%
O=c1c2ccccc2[nH]c(=S)n1C1CCCCC1,-3%
CCOC(=O)N1CCN(C(=O)CCc2ccc(S(=O)(=O)NCCc3ccccc3)cc2)CC1,-3%
CCN1CCN(Cc2nnnn2C(C)(C)C)CC1,5%
CC(=O)c1cn(CC(=O)NCC2CCCO2)c2ccccc12 (configuration not stated),0%
CC(C(=O)Nc1ccccc1-c1ccccc1)N1CCOCC1 (configuration not stated),0%
COc1ccc(CCNC(=O)C2(C)CCC(=O)N2CCC(C)C)cc1OC (configuration not stated),18%
CCc1c(O)nc(SCC(=O)Nc2ccc3c(c2)CCC3)[nH]c1=O,5%
COc1ccc(C(=O)Nc2nc3cc(OC)c(OC)cc3c(=O)[nH]2)cc1,-4%
O=C(c1cccnc1)N1CCCc2ccccc21,0%
CCOc1ccc(N(CCC#N)S(=O)(=O)c2ccc(OC)cc2)cc1,10%
C/C(=C\C1CCCCC1)C(NC(=O)c1ccc(C(F)(F)F)cc1)c1ccc(-c2ccccc2)cc1 (configuration not stated),-1%
O=C(CN1CCN(c2ncc(C(F)(F)F)cc2Cl)CC1)NC(=O)NCc1ccccc1,-1%
O=c1c(-c2cc(F)cc(F)c2)nc2cnc(N3CCOCC3)nc2n1C1CC1,-10%
O=c1c2[nH]c3ccccc3c2ncn1Cc1ccncc1,-4%

The list continues.
compound,AmpC inh det
COC(=O)c1ccccc1NC(=O)NCc1cccnc1,-4%
COCCNC(=O)CN(c1ccc(C)cc1)S(=O)(=O)c1ccccc1,12%
COP(=S)(OC)Oc1ccc([N+](=O)[O-])cc1,11%
O=C(Nc1nnc(C2CCCC2)s1)C1CCC1,3%
Oc1ccccc1Cn1c(-c2ccccc2O)nc2ccccc21,-3%
Nc1cc(C(=O)O)[nH]c(=O)n1,-2%[5.75 µM]
c1ccc(Oc2cccc(CN3CCOCC3)c2)cc1,-2%
Cc1noc(C)c1-c1nccc(-n2ccnc2)n1,3%
CC1CN(Cc2nc3c(c(=O)n(C)c(=O)n3C)n2CCCO)CC(C)O1 (configuration not stated),12%
O=C(Cc1cccs1)N(c1ccccc1)C1C=CS(=O)(=O)C1 (configuration not stated),0%
Cc1cccc(C)c1NC(=O)C1(NC(=O)c2cnccn2)CCCCC1,4%
COc1cc(OC)cc(C(=O)N2CCN(C(=O)COc3ccc4ccccc4c3)CC2)c1,1%
NS(=O)(=O)c1ccc(NC(=O)COC(=O)CCNC(=O)NC23CC4CC(CC(C4)C2)C3)cc1,-4%
O=C(C1CC1)N(Cc1ccco1)c1nc(-c2ccccc2)cs1,-2%
CN=C1SC(CC(=O)Nc2cccc(Cl)c2Cl)C(=O)N1C (configuration not stated),-3%
CCCCOC(=O)NCN1C(=O)C2C3C=CC(C3)C2C1=O (configuration not stated),-2%
O=C(Nc1ccc(N2CCCCC2)c(Cl)c1)c1ncn[nH]1,-4%
COc1cc(OC)cc(C(=O)N2CCN(C(=O)c3cccc(F)c3)CC2)c1,-4%
COc1ccc(NC(=O)CSc2nccn2-c2ccccc2)cc1,-3%
Cn1ncc2c(Nc3cccc(Cl)c3)nc(Nc3cccc(Cl)c3)nc21,-2%[5.75 µM]
COc1ccc2c(CC(=O)N3CCN(S(=O)(=O)c4cccs4)CC3)coc2c1,-1%
O=C(NCc1ccccc1)c1cccc(OCC(=O)N2CCN(C(=O)c3ccco3)CC2)c1,-3%
CC(C)(C)c1n[nH]c(=S)n(N)c1=O,-2%
CCCOc1ccc(N2C(=O)CC(NCc3ccncc3)C2=O)cc1 (configuration not stated),-5%
COCCNc1nc(C)nc2c1nc(-c1ccccc1)n2CCN1CCCC1,11%
Cn1c(=O)c(-c2ccc(Cl)cc2)nc2cnc(Oc3cccc(Cl)c3)nc21,0%
CCOC(=O)Cn1c(=O)oc2cc(S(=O)(=O)NCc3cccs3)ccc21,13%
CC1CCN(S(=O)(=O)c2cccc(C(=O)Nc3nccs3)c2)CC1,-1%
Cn1cccc1C(=O)N1CCC2(CCN(Cc3ccccc3)CC2)CC1,0%
CCn1c(CCNC(=O)c2ccc(OC)c(OC)c2)nc2ccccc21,-4%

4 structures already listed, arranged by length of the SMILES, high to low:
compound,AmpC inh det
O=C(Nc1cnn(Cc2ccccc2)c1)c1cc2nc(-c3ccco3)cc(C(F)(F)F)n2n1,8%
O=c1c2c3nc4ccccc4nc3n(-c3ccc4c(c3)OCCO4)c2ncn1CC1CCCO1 (configuration not stated),-4%
COCCCN(C(=O)Nc1ccc(C)c(C)c1)C(C)c1ccccn1 (configuration not stated),5%
c1ccc(Oc2cccc(CN3CCOCC3)c2)cc1,-2%

Additional structures:
compound,AmpC inh det
CC(C)NC(=O)N1CC[C@@]2(CCCN(C(=O)c3csnn3)C2)C1,-4%
COc1nnc(-c2ccc(N3CCOCC3)c(NC(C)=O)c2)c2ccccc12,1%
COc1ccc(S(=O)(=O)N(C)CC(=O)N2CCC(C)CC2)cc1Cl,-3%
CC(C)C[C@@H](CC(=O)N[C@@H](CCC(=O)O)CC(=O)O)NC(=O)[C@@H]1CNCC[C@H]1NC(=O)C[C@@H](NC(=O)C[C@H](Cc1c[nH]c2ccccc12)NC(=O)[C@@H]1CCCC[C@H]1N)C(C)C,-4%
CC(C)C(=O)Nc1cccc2nsnc12,-1%
CNP1(NC)=Nc2nn(-c3ccccc3)c(N)c2C(c2ccccc2)=N1,2%
CCOC(=O)N1CCC(N(C(=O)Nc2ccc(Cl)c(Cl)c2)C(C)CC)CC1 (configuration not stated),-3%
C=CCC(Nc1ccco1)c1ccccc1 (configuration not stated),16%
CCOC(=O)c1c(C)[nH]c(C(=O)Cn2c(=O)c3c(ncn3CC)n(Cc3ccccc3)c2=O)c1C,0%
Cc1ccc(C(=O)N2CCN(c3ccccc3)CC2)cc1S(=O)(=O)N1CCCC1,-3%
CC(C)C(=O)Nc1ccc(NC(=O)c2ccco2)cn1,1%
N#Cc1cc2c(nc1SCc1ccncc1)CCC2,-2%
COc1cc(C2C3C(=O)N(Cc4ccccc4)C(=O)C3ON2c2ccccc2)cc(OC)c1O (configuration not stated),13%
O=S(=O)(/N=S1/CC=CCN1S(=O)(=O)c1ccccc1)c1ccccc1 (configuration not stated),0%
Nc1nc2n(n1)C(c1ccco1)CC(c1ccc(F)cc1)N2 (configuration not stated),13%
Nc1ccc(S(=O)(=O)O)cc1,9%
O=C(Nc1cccc(OCC(=O)N2CCOCC2)c1)C1CCCCC1,-5%
CCc1ccc(S(=O)(=O)NCc2csc(C)n2)s1,-1%
O=C(CCn1c(=O)[nH]c2ccsc2c1=O)N1CC(=O)N(CCc2ccccc2)C(=O)C1,1%
O=P(O)(c1ccc(Cl)cc1)c1ccc(Cl)cc1,8%
Oc1c(I)cc(Cl)c2cccnc12,10%
Cc1c(-c2nn(C)c(=O)c3ccccc23)oc2ccc(F)cc2c1=O,-3%
CCN1CCN(Cc2nc3c(c(=O)n(C)c(=O)n3C)n2Cc2ccc(Cl)cc2Cl)CC1,8%
Cc1cc(C)cc(N2C(=O)C3CC=CCC3C2=O)c1 (configuration not stated),-3%
CC(=O)Oc1ccc(-c2nc(-c3cccnc3)no2)cc1,-1%
COCCN1C(=O)c2oc3ccccc3c(=O)c2C1c1ccc(C(=O)OC)cc1 (configuration not stated),1%
COc1ccc(OC)c(C2SCCN2S(=O)(=O)c2cccc(C(F)(F)F)c2)c1 (configuration not stated),12%
Cc1ccc(Cn2c(NCCCn3ccnc3)nc3c2c(=O)n(C)c(=O)n3C)cc1,2%
O=C(Nc1ccc2c(c1)oc1ccccc12)c1ccc(Br)o1,5%
N#Cc1c(NC(=O)CSc2nnc(-c3ccccc3O)n2-c2ccccc2)sc2c1CCCC2,-6%
COc1ccc(C(=O)NCc2nnc(SCC(=O)N3CCc4ccccc43)o2)cc1OC,-5%
c1cc2c3c(c1)c1c(n3CCNC2)CCCC1,16µM*
CC(=O)NC(=S)c1c(N)n(Cc2ccccc2)c(=O)n(C)c1=O,-1%
Cn1c(=O)[nH]c(=O)c2c1nc(Br)n2CC(O)COCc1ccccc1 (configuration not stated),9%
CCC(=O)Oc1ccc(C2N(C(=O)CC)CCN2S(=O)(=O)c2ccc(C)cc2)cc1OC (configuration not stated),-1%
CCC(=O)c1cc(F)c(N2CCN(C(=O)c3ccco3)CC2)cc1C,11%

Only part of the results is shown; the hit share may differ from the screen's.
